# BRCA1 expr up: BRCA1 expression activation | MCF7-BRCA1-FFLuc reporter, luminescence, 48 h; response scale: scaled: vehicle 0%, 10 µM genistein 100% | Potency, µM (titrated, usually from 46.1 µM), for inactives: at the highest dose activation, actives largely listed as activators | 380,000 compounds, 1.1% hits; note: potency is the fitted concentration of half-maximal effect; nearly all actives have a fitted effect of over 80% in size; some results filed as inactive show a strong effect at the top dose
#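 MCF7-BRCA1-FFLuc cells, 2000/well in phenol-red-free MEM, attached 2 h then treated 48 h at 37 C. Luciferase luminescence read 15 min after reagent; normalized to genistein maximum activation (10microM) and DMSO, concentration-response fitted.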
# Rab9 promoter act: activates the Rab9 promoter; Huh7 Rab9 promoter-luciferase reporter, luminescence, 24 h; 320,000 compounds, 2.8% hits; AID 485297; Potency, µM (titrated, usually from 9.22 µM), without a hit: at the highest dose activation, negative = inhibition, actives largely listed as activators; note: potency is the fitted concentration of half-maximal effect; % of control where 0% means no effect; nearly all actives have a fitted effect of over 60% in size
#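 Luciferase signal after 10 min detection reagent at ambient indicates Rab9 promoter upregulation; stably transfected Huh7 cells were treated 24 h with compound in DMSO at 37 °C, 5% CO2.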
# p53 reactivator: restores transcriptional activity of mutant p53; H1299 p53-A138V BP100-luciferase reporter, luminescence, 24 h; Potency, µM (top dose mostly 92.2 µM), for the others: top-dose activity change, positive = activation, actives largely listed as activators; 320,000 compounds, 0.063% hits; AID 504706; note: potency is the fitted concentration of half-maximal effect; % of control where 0% means no effect; nearly all actives have a fitted effect of over 45% in size
#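 p53-null H1299 cells stably carrying temperature-sensitive p53-A138V and a BP100-luciferase reporter were pinned with compounds (4-point, 1:5 series) and held 24 hrs at 37 deg C. Luminescence was read 10 min after detection reagent.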
# ELG1 genotox: induces genotoxicity in HEK293T cells with luciferase-tagged ELG1; HEK293T ELG1-luciferase reporter, luminescence, 16 h; Potency, µM (top dose mostly 46 µM), without a hit: top-dose activity change, positive = activation, actives largely listed as activators; 330,000 compounds, 1.3% hits; note: potency is the fitted concentration of half-maximal effect; % of control where 0% means no effect; nearly all actives have a fitted effect of over 60% in size
#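 After overnight (16 hr) compound treatment at 37 °C, ELG1-luciferase HEK293T cells were lysed with ONE-Glo; luminescence quantified 30 min later at room temperature.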
# FLuc modulator: counter-screen for miR-21 project: firefly luciferase inhibitors or activators | Potency, µM (highest dose often 57.5 µM), for the others: top-dose activity change, negative = inhibition, hits mostly inhibitors | purified FLuc, Km substrates, luminescence inhibition | P08659 | 360,000 compounds, 6.9% hits;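 note: potency is the fitted concentration of half-maximal effect; plate controls were vehicle for no effect and reference inhibitor for full effect; nearly all actives have a fitted effect of over 55% in size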
#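 Biochemical qHTS of compounds, final roughly 60 µM downward over six points, against 10 nM purified firefly luciferase using Km concentrations of substrates (10 uM D-luciferin, 10 uM ATP) in Tris acetate pH 7.5 buffer; luminescence output.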
# VP16 counter: inhibits Gal4-VP16 luciferase reporter, ROR gamma counter-screen; Potency, µM (top dose mostly 53.6 µM), inactives show at the top dose activity, negative = inhibition, hits mostly inhibitors; AID 2546; 310,000 compounds, 3.5% hits; Drosophila S2 Gal4-VP16 UAS-luciferase, luminescence, 20 h;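 note: Gal4-VP16 expression switched on by copper sulfate through the metallothionein promoter; potency is the fitted concentration of half-maximal effect; % is set by controls: 0 for no effect and ±100 for the full control effect; nearly all actives have a fitted effect of over 50% in size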
# NPC1 prom act: NPC1 promoter activation; Huh7 NPC1 promoter luciferase reporter, 24 h; AID 485313; 320,000 compounds, 2.4% hits; Potency, µM (top dose mostly 9.22 µM), without a hit: top-dose activation, usual class: activators;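 note: potency is the fitted concentration of half-maximal effect; % of control where 0% means no effect; nearly all actives have a fitted effect of over 60% in size; reporter is driven by a mutant NPC1 promoter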
#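 Stable NPC1-promoter luciferase Huh7 line; cpd (DMSO) 24 h, 37 °C, 5% CO2; Amplite luciferase reagent 10 min RT; luminescence readout. qHTS format.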
# RORgamma inh: inhibitors of mouse ROR gamma transcriptional activity. Drosophila S2 Gal4-RORgamma UAS-luciferase reporter, 20 h. 310,000 compounds, 5.4% hits. Potency, µM (doses to about 53.6 µM), without a hit: at the top dose activity change, negative = inhibition, most hits filed as inhibitors. AID 2551. P51450; note: potency is the fitted concentration of half-maximal effect; % is set by controls: 0 for no effect and ±100 for the full control effect; nearly all actives have a fitted effect of over 60% in size
#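 Read-out: Photinus luciferase luminescence; inhibitors lower reporter signal. Insect Schneider cells with Gal4-ROR gamma fusion under metallothionein promoter, UAS reporter; 700 uM final copper sulfate induction, 20 hr, ambient temperature.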
# Tb PFK inh: inhibitors of T. brucei phosphofructokinase | Potency, µM (top dose mostly 57.5 µM), for inactives: top-dose activity, negative = inhibition, usual class: inhibitors | AID 485367 | O15648 | T. brucei PFK, ADP-Glo luminescence | 330,000 compounds, 0.17% hits;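 note: potency is the fitted concentration of half-maximal effect; 0% = uninhibited 1x PFK enzyme wells and -100% = no-enzyme wells; nearly all actives have a fitted effect of over 60% in size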
#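 Compounds were pin-transferred as a titration series up to 57 uM into substrate buffer (0.5 mM F6P, 0.1 mM ATP, pH 8.0), then 1.25 nM PFK was added and reactions ran 45 min before ADP-Glo detection.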
# TRPV1 agonist: activates the human vanilloid receptor TRPV1; TRPV1-expressing cells, Fluo-8 calcium influx, agonist mode; AID 540275; Q8NER1; activation, % at 8.33 µM; 320,000 compounds, 0.19% hits; in the data active = activation above about 80%; inconclusive = between about 30% and that limit; note: 0% is about no effect
# Target sequence (Q8NER1 whole entry, looked up): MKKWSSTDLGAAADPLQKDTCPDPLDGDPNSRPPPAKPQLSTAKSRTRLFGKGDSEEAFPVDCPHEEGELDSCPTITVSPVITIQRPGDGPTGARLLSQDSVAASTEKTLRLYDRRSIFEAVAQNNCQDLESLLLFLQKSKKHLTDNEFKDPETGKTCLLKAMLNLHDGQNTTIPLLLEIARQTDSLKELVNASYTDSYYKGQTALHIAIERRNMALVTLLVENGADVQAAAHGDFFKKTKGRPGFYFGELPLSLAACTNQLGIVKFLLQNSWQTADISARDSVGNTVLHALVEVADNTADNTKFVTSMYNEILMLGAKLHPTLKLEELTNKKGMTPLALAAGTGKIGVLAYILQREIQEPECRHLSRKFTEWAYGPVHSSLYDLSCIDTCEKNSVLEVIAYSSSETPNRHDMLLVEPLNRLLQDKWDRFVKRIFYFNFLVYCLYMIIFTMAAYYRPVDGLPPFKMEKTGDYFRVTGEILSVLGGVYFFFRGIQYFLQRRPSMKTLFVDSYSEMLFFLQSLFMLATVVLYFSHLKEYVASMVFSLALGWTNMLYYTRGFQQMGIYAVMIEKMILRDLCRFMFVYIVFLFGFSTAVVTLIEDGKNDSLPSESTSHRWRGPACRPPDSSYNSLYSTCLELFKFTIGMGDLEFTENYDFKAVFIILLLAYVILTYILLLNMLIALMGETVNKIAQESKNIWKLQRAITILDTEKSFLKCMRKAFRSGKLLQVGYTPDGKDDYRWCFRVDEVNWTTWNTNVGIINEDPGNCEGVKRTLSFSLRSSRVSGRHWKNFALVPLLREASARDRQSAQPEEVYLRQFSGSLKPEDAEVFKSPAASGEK
#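 TRPV1-expressing cells were cultured overnight at 35.5C and loaded with Fluo-8 calcium dye for 40 to 90 min at room temperature. After a 10 s baseline, compound was added and calcium influx was read kinetically for 3 min (ex 480/em 520 nm).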
# ELG1 repair inh: inhibitors of ELG1-dependent DNA repair in HEK293T cells; HEK293T ELG1-luciferase reporter, luminescence, 16 h; DNA damage induced by 5-fluorouridine; Potency, µM (top dose mostly 46.1 µM), inactives show at the highest dose activity change, negative = inhibition, hits mostly inhibitors; 330,000 compounds, 2.3% hits; note: potency is the fitted concentration of half-maximal effect; % is set by controls: 0 for no effect and ±100 for the full control effect; nearly all actives have a fitted effect of over 55% in size
#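 DMSO vehicle served as the neutral condition. Each well held 2,000 cells given 5-fluorouridine plus compound; after 16 hr at 37 °C/5% CO2, ONE-Glo was added and luciferase measured 30 min later.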
# An asterisk follows results filed as active; ? = inconclusive; . = no result given; & = joins results of further samples; [ ] = remark or other dose. Unless noted, calls come from the whole dose curve; as a rule, active = well fitted curve in the direction sought with a large enough effect; inconclusive = small, poorly fitted or top-dose-only effect, or another doubt; inactive = no such curve, though single readings can be large; an effect the other way counts as inactive or inconclusive.
canonical_smiles,BRCA1 expr up,Rab9 promoter act,p53 reactivator,ELG1 genotox,FLuc modulator,VP16 counter,NPC1 prom act,RORgamma inh,Tb PFK inh,TRPV1 agonist,ELG1 repair inh
O=C(NCC1CCCO1)c1ccc2c(=O)n(CCc3ccccc3)c(=O)[nH]c2c1 (configuration not stated),2%,2%,8%,11%,0%,-4%,-1%,-7%,0%,1,-10%
O=C(COC(=O)/C=C/c1cccc(Br)c1)NC1CCCCC1,4%,-5%,10%,1%,8%,.,-2%,.,-8%,2,-3%
COc1cc(N)c(Cl)cc1C(=O)OCC(=O)NCC1CCCO1 (configuration not stated),-10%,.,4%,0%,.,.,.,.,5%,.,0%
Cc1ccc(NS(=O)(=O)c2cc(NC(=O)c3ccc4c(c3)NC(=O)CS4)ccc2Cl)c(C)c1,-70%,-5%,-6%,-17%,?,1%,-4%,?,-10%,0,23µM*
O=C(N/N=C/c1cccc2ccccc12)c1cccnc1,?,1%,2%,6%,15µM*,20%,2%,-4%,5%,16,?
Cc1c(C(C)(C)C)c(C=S)n2ccccc12,-2%,-4%,4%,0%,-1%,13%,-1%,2%,1%,0,-4%
CC1=NN(c2ccccc2)C(=O)C1=C(C)C,-21%,12%,-2%,-4%,-3%,18%,-3%,-26%,10%,1,4%
O=C(O)c1ccccc1CSC1=NCCS1,-8%,2%,4%,4%,3%,5%,-1%,?,-2%,-1,6%
COc1ccc(CN(C(=O)c2cc3ccccc3oc2=O)C2CCS(=O)(=O)C2)cc1 (configuration not stated),0%,3%,10%,7%,-13%,6%,-4%,-4%,-17%,0,26%
Cc1ccc(OCC(=O)NC2=NCCS2)cc1,25%,20%,19%,4%,11µM*,0%,24%,5%,-4%,2,29%
CC(=O)Nc1ccc(C(=O)NCCc2ccccc2)cc1,13µM*,?,?,?,?,?,?,-7%,-1%,3,?
O=C(c1cc(C2CC2)on1)N1CCN(c2ccccc2)CC1,-1%,1%,10%,16%,-2%,-3%,0%,-6%,-24%,-2,21%
Cc1cc(C(=O)OCC(=O)Nc2ccc(F)cc2)c(C)o1,-7%,3%,0%,0%,-6%,21%,1%,16%,-3%,17,11%
CCNC(=O)C1CCCN(c2nc(C)cc(C)n2)C1 (configuration not stated),-1%,-3%,5%,-1%,0%,5%,-5%,-7%,-1%,1,4%
COc1ccc(CC(=O)NCc2cccs2)cc1OC,0%,10%,6%,1%,1%,3%,-7%,-3%,-3%,15,2%
Nc1cc(=O)[nH]c(SCC(=O)Nc2ccc(S(=O)(=O)N3CCCC3)cc2)n1,11%,.,13%,0%,.,.,.,.,3%,.,2%
Cc1cccc(NC(=O)CSc2c3c(nc4ccccc24)CCC3)n1,-38%,-2%,5%,-6%,0%,13%,-15%,-15%,2%,1,10%
COCCn1c(=NC(=O)CCS(=O)(=O)c2ccccc2)sc2cc(C(=O)OC)ccc21,3%,15%,-11%,15%,6%,2%,-3%,-29%,0%,2,-8%
c1csc(-c2cnc3ccccc3n2)c1,?,?,?,?,11µM*,12%,4µM*,0%,1%,5,?
Oc1c(Br)cc(Br)cc1CNc1nccs1,-1%,14%,0%,0%,1%,-5%,-1%,10%,0%,3,-2%

# The list goes on.
canonical_smiles,BRCA1 expr up,Rab9 promoter act,p53 reactivator,ELG1 genotox,FLuc modulator,VP16 counter,NPC1 prom act,RORgamma inh,Tb PFK inh,TRPV1 agonist,ELG1 repair inh
CN(C)S(=O)(=O)c1ccc(N2CCCC2)c(C(=O)Nc2nc3c(ccc4ccccc43)s2)c1,-49%,-8%,-9%,0%,2%,-5%,-2%,21%,-1%,2,6%
CCOC(=O)C1=C(C)NC(=O)NC1c1ccc(Br)o1 (configuration not stated),19%,-1%,-6%,0%,0%,-3%,2%,-2%,2%,-2,0%
CN1C(=O)c2ccc(C(=O)Nc3cccnc3)cc2C1=O,-8%,-4%,15%,3%,-15%,6%,1%,-15%,0%,16,-1%
Cc1ccc(CNC(=O)CO/N=C/c2ccc3c(c2)OCO3)cc1,2%,0%,9%,1%,1%,-5%,-3%,-19%,-1%,26,0%
S=C(NC1CCCCC1)N1CCN(C/C=C/c2ccccc2)CC1,-30%,-2%,-11%,0%,9%,?,-1%,-38%,?,13,?
COc1ccc(/C(C)=N/NC(=O)c2ccccc2OCc2ccccc2)c(OC)c1,0%,?,7%,?,19µM*,-9%,?,-14%,-2%,?,?
Cn1cnnc1-c1cccc(NS(=O)(=O)c2ccc(N3CCCC3=O)cc2)c1,0%,1%,15%,4%,0%,-7%,0%,?,-3%,0,?
COc1ccc(NC(=O)CSc2nnc(-c3cccc(O)c3)o2)cc1,?,-4%,12%,4%,2%,-12%,1%,-35%,5%,-1,?
CC(C)(C)c1cc(CN2CCCCC2)cc(C(C)(C)C)c1O,.,0%,28%,-8%,2%,?,0%,-25%,?,-1,-26%
CCOC(=O)[C@@H]1[C@H]2COc3cc(OC)ccc3[C@@H]2N2C(=O)N(c3ccccc3)C(=O)[C@]12C,-8%,.,3%,0%,.,.,.,.,-2%,.,0%
C/C(=N\Nc1ccc(Cl)c(C(=O)O)c1)c1ccc[nH]1,43%,13%,12%,5%,-1%,-10%,1%,0%,-4%,2,?
COc1ccccc1N(C(=O)c1ccco1)C(C(=O)NC1CCCC1)c1ccc(N2CCOCC2)cc1 (configuration not stated),-22%,5%,-4%,4%,-3%,-5%,0%,27%,3%,0,5%
Cc1nn(CC#N)c(=O)n1-c1ccc(C(C)C)cc1,4%,0%,6%,0%,0%,4%,-2%,?,-2%,1,1%
CCOC(=O)C1=C(C)N=c2s/c(=C\c3ccncc3)c(=O)n2C1c1ccc2c(c1)OCO2 (configuration not stated),-43%,-4%,0%,-8%,-3%,-10%,-8%,-29%,1%,10,?
CCOCCn1c(=O)c2c(nc3n2CCCN3CCc2ccccc2)n(C)c1=O,3%,-5%,6%,-7%,4%,-3%,-3%,-3%,-14%,-2,?
CCNC(=O)C(=O)NCC1CCCN1S(=O)(=O)c1cccs1 (configuration not stated),7%,1%,2%,0%,0%,.,0%,.,1%,1,6%
CCCN1Cc2cccc(C(=O)NC(CC(=O)OCC)c3ccc(C)cc3)c2C1=O (configuration not stated),3%,-6%,-1%,-2%,5%,-14%,-3%,5%,2%,25,-23%
O=C(N/C(=C\c1ccc([N+](=O)[O-])cc1)C(=O)N1CCCCC1)c1ccc(Br)o1,-14%,-8%,-7%,6%,-2%,-2%,0%,13%,-3%,17,7%
CCOC(=O)/C=C1\CC(C(=O)OCC)Oc2c(OC)cccc21 (configuration not stated),0%&0%,.,4%,-1%,.,0%,.,45%,18%,.,3%
CCOc1cc(C(=O)NCc2ccccc2)ccc1OCC(=O)N1CCCCC1,10%,1%,-1%,-3%,7%,.,-2%,.,2%,-4,6%

# Reformatted with values under each structure: part of the list above.
# Fields: BRCA1 expr up | Rab9 promoter act | p53 reactivator | ELG1 genotox | FLuc modulator | VP16 counter | NPC1 prom act | RORgamma inh | Tb PFK inh | TRPV1 agonist | ELG1 repair inh
> O=C(N/C(=C\c1ccc([N+](=O)[O-])cc1)C(=O)N1CCCCC1)c1ccc(Br)o1
→ -14% | -8% | -7% | 6% | -2% | -2% | 0% | 13% | -3% | 17 | 7%
> CCOC(=O)/C=C1\CC(C(=O)OCC)Oc2c(OC)cccc21 (configuration not stated)
→ 0%&0% | . | 4% | -1% | . | 0% | . | 45% | 18% | . | 3%

# Going on with the list.
canonical_smiles,BRCA1 expr up,Rab9 promoter act,p53 reactivator,ELG1 genotox,FLuc modulator,VP16 counter,NPC1 prom act,RORgamma inh,Tb PFK inh,TRPV1 agonist,ELG1 repair inh
O=S(=O)(c1cccc(-c2nnc(-c3ccc(Br)cc3)o2)c1)N1CCCCCC1,4%[1.84 µM],2%,5%,9%,?,5%,-2%,1%,0%,5,21%
CC(=O)Nc1sc2c(c1C#N)CCC2,-14%,0%,-1%,8%,-6%,28%,-5%,23%,-2%,-5,?
COC(=O)c1ccc(COc2ccc(C#N)cc2)o1,-1%,1%,-18%,2%,1%,3%,-1%,-15%,1%,2,6%
N=C1c2ccccc2CN1NC(=O)CC12CC3CC(CC(C3)C1)C2,-22%,-6%,9%,-1%,-9%,-1%,-5%,-17%,0%,3,11%
Cc1oc2c(C)c(O)ccc2c(=O)c1-c1ccc2ccccc2n1,5%,8%,2%,?,0%,-2%,8%,-23%,-5%,1,14%
COC(=O)Nc1ccc(S(=O)(=O)Nc2ccc(O)cc2)cc1,-39%,-6%,-5%,-3%,6%,-23%,-3%,?,-1%,-2,?
O=C(CSc1nnc(-c2ccncc2)n1Cc1ccccc1)Nc1nccs1,-20%,-4%,-3%,-1%,-6%,-5%,-1%,9%,-1%,2,-20%

# Assay outcomes (PubChem BioAssay)
